# Source: PubChem BioAssay (several laboratories)
# KCNQ1 pot – human KCNQ1 channel potentiation or activation | P51787 | CHO-K1 KCNQ1, thallium flux FluxOR fluorescence; hits give high values | B-score at 10 µM | actives 0.35% (n = 310,000) | AID 2648;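 active means fluorescence ratio B-score, a plate-corrected score, at least three library SD, with initial intensity B-score within 5 SD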
# Target sequence (P51787 whole entry, looked up): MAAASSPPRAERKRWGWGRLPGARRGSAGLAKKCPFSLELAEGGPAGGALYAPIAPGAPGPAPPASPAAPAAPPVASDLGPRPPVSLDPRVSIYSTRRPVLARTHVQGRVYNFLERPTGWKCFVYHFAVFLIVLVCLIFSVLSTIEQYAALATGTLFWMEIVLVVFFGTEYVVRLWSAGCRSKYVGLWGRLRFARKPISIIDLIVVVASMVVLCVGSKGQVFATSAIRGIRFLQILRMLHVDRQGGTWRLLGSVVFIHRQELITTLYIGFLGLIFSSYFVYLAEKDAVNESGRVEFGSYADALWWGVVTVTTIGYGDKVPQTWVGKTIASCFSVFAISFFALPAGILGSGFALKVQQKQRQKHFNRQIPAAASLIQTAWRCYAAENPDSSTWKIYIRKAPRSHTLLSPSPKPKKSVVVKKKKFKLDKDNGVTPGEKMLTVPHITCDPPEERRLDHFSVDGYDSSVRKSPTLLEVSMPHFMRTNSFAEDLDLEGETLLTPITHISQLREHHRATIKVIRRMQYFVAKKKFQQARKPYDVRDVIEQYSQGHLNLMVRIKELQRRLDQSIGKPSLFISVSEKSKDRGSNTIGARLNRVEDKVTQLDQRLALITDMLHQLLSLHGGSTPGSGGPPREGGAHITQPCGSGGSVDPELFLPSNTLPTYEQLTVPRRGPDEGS
#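 Assay system: CHO-K1 cells stably expressing KCNQ1; Medium: assay buffer with matched DMSO; Also added: K+/Tl+ depolarizing stimulus; Dosing: single dose; Timing: dye 90 min, compound 20 min, room temperature; Measured by: kinetic FluxOR thallium fluorescence, 10-s 1-Hz baseline, 110-s post-stimulus read; Read-out: peak-minus-minimum fluorescence over initial fluorescence, negative-control normalized, B-scored.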
# TRPC4 agonist – TRPC4 (mouse) channel activation | Q9QUQ5 | HEK293 TRPC4beta/mu-opioid, Fluo4 calcium fluorescence; hits give high values | B-score at 10 µM | actives 0.49% (n = 310,000) | AID 2237;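 active means B-score above 5 SD of library B-scores, and initial fluorescence ratio not above library mean plus 5 SD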;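 further: positive B-score marks a calcium rise read as TRPC4 activation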
#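 Technique: kinetic Fluo4 calcium fluorescence; Test system: TRPC4beta and mu-opioid receptor HEK293 stable cells; Measure: B-scored integrated calcium fluorescence ratio; Benchmarks: low control buffer alone, high control maximal DAMGO; Schedule: 45 min room-temperature Fluo4 loading, 110 s read.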
# KCNQ1 inh – blocks the human KCNQ1 potassium channel | AID 2642 | CHO-K1 KCNQ1, FluxOR thallium flux fluorescence; hits give high values | actives 1.3% (n = 310,000) | P51787 | B-score at 10 µM;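 active means compounds whose thallium flux B-score, printed positive for inhibition, exceeds three library SD while starting fluorescence stays within three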;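 further: channel opened by potassium depolarization with thallium stimulus after 20 min compound exposure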
# KCNK3 block – human KCNK3 channel inhibition, primary screen | CHO-KCNK3 thallium flux, FluxOR fluorescence; hits give low values | B-score at 10 µM | actives 0.84% (n = 340,000) | AID 602410;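 active means B-score under library mean minus 4 SD, starting fluorescence ratio at most library mean plus 5 SD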;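 further: more negative B-score means stronger inhibition of thallium flux through KCNK3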
# Target sequence (O14649 whole entry, looked up): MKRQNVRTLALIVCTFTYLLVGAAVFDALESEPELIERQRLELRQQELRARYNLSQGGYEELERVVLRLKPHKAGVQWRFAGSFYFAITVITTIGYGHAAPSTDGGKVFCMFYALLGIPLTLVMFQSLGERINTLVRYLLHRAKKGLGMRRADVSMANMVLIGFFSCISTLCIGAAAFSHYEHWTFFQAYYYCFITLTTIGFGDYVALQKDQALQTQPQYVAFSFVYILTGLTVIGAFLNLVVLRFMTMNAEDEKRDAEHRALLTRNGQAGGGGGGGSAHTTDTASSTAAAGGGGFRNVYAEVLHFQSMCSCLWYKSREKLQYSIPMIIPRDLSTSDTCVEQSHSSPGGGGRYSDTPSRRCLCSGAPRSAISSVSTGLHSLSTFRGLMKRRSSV
# hERG protect – compounds protecting human hERG from proarrhythmic drug block. Q12809. CHO-hERG, FluxOR thallium flux, dofetilide IC70 present. activation (rescue from dofetilide block), less the hit threshold, % at 10 µM. actives 0.51% (n = 310,000). AID 1511;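 active means activation above the mean of controls blocked by dofetilide plus 5 SD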;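 further: thallium influx through hERG after potassium depolarization seen as dye fluorescence rise; in these data hits start at about 4.7%; inactives centre near -7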
# Dyrk1A ADPGlo – inhibitors of rat Dyrk1A kinase; Q63470; ADP-Glo luminescence, NFATc1 peptide; inhibition, % at 12.5 µM; actives 0.43% (n = 310,000); in the data active means inhibition above about 50%;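 further: plate controls were vehicle with enzyme for no effect and no enzyme for full effect; many of its hits are not listed in these tables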
# TRPC4 potent – allosteric potentiators of mouse TRPC4 channel; HEK293 TRPC4beta/mu-opioid, DAMGO EC20, Fluo-4 Ca2+ flux; hits give high values; B-score at 10 µM; actives 0.42% (n = 310,000);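 active means B-score of calcium response area above 5 SD of library B-scores, with initial fluorescence ratio within 5 SD of library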;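 further: B-score of integrated fluorescence ratio over time as area under calcium response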
# KCNK9 inh – blocks the human KCNK9 two-pore domain potassium channel | HEK293 KCNK9, FluxOR thallium flux fluorescence; hits give low values | B-score at 10 µM | AID 488922 | actives 1.2% (n = 310,000);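 active means ratio B-score over 3 SD below the library mean, with starting fluorescence within 5 SD of its mean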;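 further: negative B-score means less thallium flux so channel inhibition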
# TRPC4 inh – inhibitors of mouse TRPC4 channel; Q9QUQ5; HEK293 TRPC4beta/mu-opioid, DAMGO-evoked Fluo4 calcium flux; hits give low values; B-score at 10 µM; actives 0.39% (n = 300,000); AID 2247;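 active means B-score over 3 SD under the library average, no early fluorescence shift, positive overall ratio signal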
#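 Assay system: Stable TRPC4beta/mu-opioid receptor HEK293 cells | Reagent: DAMGO in two steps, submaximal then maximal | Compound dosing: Single concentration per test compound | Signal: Fluo4 Ca2+ flux fluorescence | Evaluation: Per-well B score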
# PolyA inhibitor – blocks polyadenylation in yeast reporter cells | S. cerevisiae SKY197-pL101 polyadenylation reporter, beta-gal luminescence; efflux-impaired pdr1/pdr3 knockout yeast; score 100 = 6 SD above DMSO | calls only at 12 µM | actives 0.02% (n = 300,000);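 active means lowest replicate activity score at least 50, where 100 means six control SD above control mean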;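 further: yeast exposed to compound for 9 h at 30 °C; higher score means more reporter readthrough which indicates perturbed polyadenylation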
# Platelet DG rel – modulates dense granule release in human platelets; inhibition, %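 (compounds screened at 7.5 µM in platelet-rich plasma)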; AID 1663; human platelet-rich plasma, SFLLRN dense granule ATP release, luminescence; actives 0.22% (n = 300,000);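 active means mean replicate score, as percent of positive control, at or above 50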
# * hit, by the source's call; i = inactive; / = not tested or not shown. An excerpt; count on the stated rates, not on these rows.
SMILES,KCNQ1 pot,TRPC4 agonist,KCNQ1 inh,KCNK3 block,hERG protect,Dyrk1A ADPGlo,TRPC4 potent,KCNK9 inh,TRPC4 inh,PolyA inhibitor,Platelet DG rel
O=C(Nc1ccnn1C1CCN(Cc2ccccc2OC(F)F)CC1)c1cccnc1,i,i,i,i,-9,4,i,i,i,i,8
O=C(Nc1ccncc1)C1CC1c1ccccc1 (centres undefined),i,i,i,i,-2,2,i,i,i,i,-3
O=S1(=O)C=C(SCCN2CCCCC2)c2ccccc21,i,i,i,i,-10,-5,i,i,i,i,-4
COc1cc2ccccc2cc1C(=O)Nc1ccc(C)cc1,i,i,i,i,-9,3,i,i,i,i,-3
CCc1nn(C(C)C(=O)N2CCN(c3ccc(OC)cc3)CC2)c(=O)c2cc3occc3n12 (centres undefined),i,i,i,i,-7,0,i,i,i,i,3
COc1cc(CN2CCNC(=O)C2CC(=O)N(C)CCN2CCOCC2)cc(OC)c1 (centres undefined),i,i,i,i,-15,-2,i,i,i,i,3
CC(C)OCCCn1c(SCC(=O)Nc2ccccc2C(F)(F)F)nc2nccnc2c1=O,i,i,i,i,-10,1,i,i,i,i,6
Cc1cccc(NC(=O)c2ccc3[nH]c(=O)c(=O)[nH]c3c2)n1,i,i,i,i,-7,7,i,i,i,i,0
Cc1ccc(SCC(=O)NCCCN2CCOCC2)cc1,i,i,i,i,-5,/,i,i,i,i,2
COc1ccc(CCNC(=O)c2ccc(CS(=O)Cc3ccc(Cl)cc3)o2)cc1OC (centres undefined),i,i,i,i,-21,2,i,i,i,i,-3
Cc1occc1C(=O)N1N=C(C2CC2)CC1(O)C(F)(F)F (centres undefined),i,i,i,i,-8,0,i,i,i,i,0
COc1ccc(C2NCCC3(O)CCCCC23)c(OC)c1OC (centres undefined),i,i,i,i,-10,8,i,i,i,i,-1
O=C(NCCCN1CCOCC1)/C(=C/c1ccco1)NC(=O)c1ccccc1,i,i,i,i,1,-9,i,i,i,i,-3
Cc1ccc(OCc2ccc(C(=O)NN)o2)c([N+](=O)[O-])c1,i,i,i,i,2,/,i,i,i,i,6
O=C(NCCCn1ccnc1)c1cc(-c2cccnc2)nc2ccc(Br)cc12,i,i,i,i,-19,3,i,i,i,i,-1
CCOc1nc2c(c(=O)n(C)c(=O)n2C)n1Cc1ccccc1Cl,i,i,i,i,2,0,i,i,i,i,19
COc1ccc(N2C(=O)CC(NNC(=O)c3cc(C)oc3C)C2=O)cc1 (centres undefined),i,i,i,i,-11,5,i,i,i,i,-2
CCOc1cc2[nH]c(=S)n(CCN3CCCCC3CC)c(=O)c2cc1OCC (centres undefined),i,i,i,i,-10,4,i,i,i,i,-3
COCCNC(=O)c1ccccc1NC(=O)Nc1ccccc1,i,i,i,i,-5,-2,i,i,i,i,17
CSc1nc(C)c(C(=O)Nc2ccccc2)c(C)c1C#N,i,i,i,i,-8,5,i,i,i,i,12
CCC(C)(C(=O)NC1CCCCC1)N(C(=O)c1ccccn1)c1ccc(C)cc1 (centres undefined),i,i,i,i,-13,1,i,i,i,i,-2
O=C(Nc1ccc(N2CCN(C(=O)c3ccccc3)CC2)c(Cl)c1)c1cccnc1,i,i,i,i,-8,3,i,i,i,i,4
CC(C)CCNC(=S)Nc1ccc2nc3n(c(=O)c2c1)CCCCC3,i,i,i,i,-10,-3,i,i,i,i,-6
O=C(c1ccc(CSc2nc3ccncc3[nH]2)cc1)N1CCCCC1,i,i,i,i,-10,-1,i,i,i,i,-5
OC(COc1ccc(OCc2ccccc2)cc1)CN1CCOCC1 (centres undefined),i,i,i,i,-5,-8,i,i,i,i,6
Cc1nc2nc(SCC(N)=O)[nH]c2cc1Br,i,i,i,i,-12,7,i,i,i,i,0
CCc1nnc(NC(=O)CCNC(=O)c2ccco2)s1,i,i,i,i,1,-5,i,i,i,i,0
C[C@H](NC(=O)N1CCn2c1nc1ccccc12)C(=O)NCCc1ccccc1,i,i,i,i,-7,4,i,i,i,i,-5
O=c1cc(CSc2ccc(Cl)cc2)[nH]c2[nH]n(-c3ccccc3)c(=O)c12,i,i,i,i,-13,-8,i,i,i,i,0
CCCCCCCCCc1nc(N)n[nH]1,i,i,i,i,-10,9,i,i,i,i,2
O=C(c1ccc(F)cc1)N1CCCCC(Sc2nnc3ccccn23)C1=O (centres undefined),i,i,i,i,-2,-5,i,i,i,i,-17
CCn1c(SCc2nc3ccccc3c(=O)[nH]2)nc2ccccc2c1=O,i,i,i,i,-5,4,i,i,i,i,0
O=C(Nc1ccc2nc3n(c(=O)c2c1)CCCCC3)C(=O)N1CCN(c2ccc(F)cc2)CC1,i,i,i,i,-12,-1,i,i,i,i,-8
O=C(OCc1nc2ccsc2c(=O)[nH]1)c1ccc(Cl)nc1,i,i,i,i,-10,-8,i,i,i,i,-6
CC(=O)c1ccc(N2CCN(C(=O)c3noc4c3CSc3ccccc3-4)CC2)cc1,i,i,i,i,-6,2,i,i,i,i,0
CC[C@H]1OC(=O)[C@H](C)[C@@H](O[C@H]2C[C@@](C)(OC)[C@@H](O)[C@H](C)O2)[C@H](C)[C@@H](O[C@@H]2O[C@H](C)C[C@H](N(C)C)[C@H]2O)[C@](C)(O)C[C@@H](C)CN(C)[C@H](C)[C@@H](O)[C@]1(C)O,i,i,i,i,-4,3,i,i,i,i,-3
CCN(CC(=O)Nc1ccccc1C(F)(F)F)C(=O)CSCC(=O)Nc1cc(C)on1,i,i,i,i,-7,15,i,i,i,i,4
COc1ccc(CC(=O)N2CCNC2=O)cc1,i,i,i,i,-2,5,i,i,i,i,-2
Cc1cccc(NC(=O)Cn2nnc3ccccc32)c1,i,i,i,i,-10,-1,i,i,i,i,-4
Cc1cccc(-n2ccc(=O)c(C(=O)Nc3ccc(S(=O)(=O)Nc4nccc(C)n4)cc3)n2)c1,i,i,i,i,-7,3,i,i,i,i,-4
O=C(O)c1cc2c(cn1)[nH]c1ccccc12,i,i,i,i,-4,-2,i,i,i,i,15
O=C(COc1ccc2c(c1)OCO2)Nc1ccc(Cl)cn1,i,i,i,i,-3,-5,i,i,i,i,-2
CC1(C)Cc2c(sc3nc(-c4ccccc4Cl)n(N)c(=O)c23)CO1,i,i,i,i,-7,4,i,i,i,i,6
Cc1nn(C)c(C)c1S(=O)(=O)N1CCCC(C(=O)NC2CCCCC2)C1 (centres undefined),i,i,i,i,-1,-5,i,i,i,i,5
Cc1nnc(SCC(=O)Nc2nccs2)n1C(C)C,i,i,i,i,-8,3,i,i,i,i,1
O=C(CNC(=O)c1ccc(Br)o1)NCC(=O)OCc1ccccc1,i,i,i,i,-8,-1,i,i,i,i,-16
Cc1cc(SCC#N)n2nc(C)c(-c3ccccc3)c2n1,i,i,i,i,-6,-2,i,i,i,i,6
Cc1cc(C(=O)NC2CCCc3c2cnn3-c2ccccc2F)nc(C)n1 (centres undefined),i,i,i,i,-7,-8,i,i,i,i,7
O=C(OCC(=O)N1CCCC1)c1cc([N+](=O)[O-])ccc1Cl,i,i,i,i,-5,-2,i,i,i,i,1
N#Cc1ccc(-c2nc3ccc(Br)cc3c(=O)n2O)cc1,i,i,i,i,1,2,i,i,i,i,-7
CC(C)CN1CCC(=O)N(CCC#N)CC1,i,i,i,i,-1,5,i,i,i,i,1
Cc1cc(C(=O)N/N=C/C(Cl)=C/c2ccccc2)c(C)o1,i,i,i,i,-5,2,i,i,i,i,26
CC(=O)c1ccc(NC(=S)NC(=O)/C=C/c2ccc(F)cc2)cc1,i,i,i,i,-5,-1,i,i,i,i,-7
N#Cc1sc2nc(-c3cccs3)cc(-c3ccc(F)cc3)c2c1N,i,i,i,i,-10,-1,i,i,i,i,-10
O=C(c1cccc(F)c1)N1CCN(C(=O)c2cc3nc(-c4ccco4)cc(C(F)(F)F)n3n2)CC1,i,i,i,i,-14,0,i,i,i,i,2
CCOC(=O)COc1ccc2c(c1)c(C(C)=O)c(C)n2-c1ccc(OC)cc1,i,i,i,i,-2,-3,i,i,i,i,-2
O=C(NCc1ccccc1Cl)C1CCCN1S(=O)(=O)c1ccccc1F (centres undefined),i,i,i,i,-5,-6,i,i,i,i,0
COC(=O)c1ccccc1C(=O)N(Cc1cccnc1)CC1CCCN(C2CCCCC2)C1 (centres undefined),i,i,i,i,-8,1,i,i,i,i,-2
O=C1C(Cl)=C(N2CCOCC2)C(=O)N1c1ccccc1F,i,i,i,i,-6,11,i,i,i,i,-6
CCn1c(SCC(=O)c2ccc(Br)cc2)nnc1C(C)NC(=O)Cc1ccc(OC)cc1 (centres undefined),i,i,i,i,-7,-9,i,i,i,i,-1
COc1cnc(-c2ccccn2)nc1Sc1ccc(C)cc1,i,i,i,i,-5,-3,i,i,i,i,0

# Part of the list above, with each value named.
N#Cc1ccc(-c2nc3ccc(Br)cc3c(=O)n2O)cc1
  KCNQ1 pot: i | TRPC4 agonist: i | KCNQ1 inh: i | KCNK3 block: i | hERG protect: 1 | Dyrk1A ADPGlo: 2 | TRPC4 potent: i | KCNK9 inh: i | TRPC4 inh: i | PolyA inhibitor: i | Platelet DG rel: -7
CC(C)CN1CCC(=O)N(CCC#N)CC1
  KCNQ1 pot: i | TRPC4 agonist: i | KCNQ1 inh: i | KCNK3 block: i | hERG protect: -1 | Dyrk1A ADPGlo: 5 | TRPC4 potent: i | KCNK9 inh: i | TRPC4 inh: i | PolyA inhibitor: i | Platelet DG rel: 1
CCOC(=O)COc1ccc2c(c1)c(C(C)=O)c(C)n2-c1ccc(OC)cc1
  KCNQ1 pot: i | TRPC4 agonist: i | KCNQ1 inh: i | KCNK3 block: i | hERG protect: -2 | Dyrk1A ADPGlo: -3 | TRPC4 potent: i | KCNK9 inh: i | TRPC4 inh: i | PolyA inhibitor: i | Platelet DG rel: -2
Cc1cc(C(=O)N/N=C/C(Cl)=C/c2ccccc2)c(C)o1
  KCNQ1 pot: i | TRPC4 agonist: i | KCNQ1 inh: i | KCNK3 block: i | hERG protect: -5 | Dyrk1A ADPGlo: 2 | TRPC4 potent: i | KCNK9 inh: i | TRPC4 inh: i | PolyA inhibitor: i | Platelet DG rel: 26
